# POLI inh – DNA polymerase iota (human) inhibition. Pol iota fluorescent replication assay, 10 min. 390,000 compounds, 1% hits. Potency, µM (doses to about 115 µM), without a hit: top-dose activity, negative = inhibition, most hits filed as inhibitors. Q9UNA4
#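 Pol iota at 10 nM preincubated 15 min with compounds at room temperature; reaction started with fluorescent substrate, 50 nM final. Fluorescence read kinetically at 0 and 10 min; buffer-only wells as negative control.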
# POLK inh – blocks human DNA polymerase kappa activity; Q9UBT6; purified Pol kappa, fluorescent DNA synthesis assay, 10 min; Potency, µM (highest dose often 107 µM), without a hit: at the highest dose activity, negative = inhibition, actives largely listed as inhibitors; 400,000 compounds, 0.53% hits; AID 588579; further: on the % scale 0 is the no-effect control and ±100 the full control effect
#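 Pol kappa 10 nM + cpd, 15 min RT; start w/ substrate 50 nM final; fluorescence kinetic read, 0 and 10 min. Neg ctrl: buffer, no enzyme.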
# G9a block – inhibitors of human histone lysine methyltransferase G9a; AID 504332; Q96KQ7; 350,000 compounds, 8.8% hits; Potency, µM (series often up to 102 µM), for the others: top-dose activity, negative = inhibition, actives largely listed as inhibitors; G9a H3K9 monomethylation, AlphaScreen, 2 h; further: on the % scale 0 is the no-effect control and ±100 the full control effect; nearly all actives have a fitted effect of over 75% in size
#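 Methyltransferase reactions run at room temperature for 2 h (20 nM enzyme, 500 nM biotin-H3K9 peptide, 20 uM SAM) after a 15 min compound preincubation; product detected by AlphaScreen beads and anti-H3K9me1 antibody.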
# BLM inh – Bloom syndrome helicase (human) inhibition | P54132 | recombinant BLM DNA unwinding, fluorescence dequenching | Potency, µM (doses to about 56.1 µM), inactives show at the highest dose activity change, negative = inhibition, actives largely listed as inhibitors | 350,000 compounds, 0.2% hits | AID 2528;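 further: plate controls were vehicle for no effect and no enzyme for full effect; nearly all actives have a fitted effect of over 35% in size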
# APE1 inh – inhibitors of human APE1 endonuclease | P27695 | recombinant APE1, TAMRA/BHQ-2 abasic DNA cleavage fluorescence | Potency, µM (series often up to 65.8 µM), for inactives: top-dose activity change, negative = inhibition, most hits filed as inhibitors | 350,000 compounds, 0.35% hits;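 further: plate controls were vehicle for no effect and reference inhibitor for full effect; nearly all actives have a fitted effect of over 55% in size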
#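 Incision of a quenched TAMRA/BHQ-2 THF abasic-site duplex (50 nM) by 0.75 nM APE1, after 15 min compound preincubation, measured as fluorescence increase over three 60 s reads. Values normalized to buffer, DMSO and NSC13755 control wells.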
# POLB inh – blocks human DNA polymerase beta activity. Pol beta primer extension/strand displacement, fluorescence kinetic. Potency, µM (doses to about 114 µM), for inactives: top-dose activity change, negative = inhibition, hits mostly inhibitors. 340,000 compounds, 1.3% hits; further: on the % scale 0 is the no-effect control and ±100 the full control effect
#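 Enzyme-only controls used 10 nM Pol beta; buffer lacking enzyme served as negative control. Compound preincubated 15 min, then 50 nM substrate added; 0 and 10 min reads at room temperature.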
# BAZ2B inh – blocks human BAZ2B; AlphaScreen BAZ2B-H3K14Ac peptide displacement; Potency, µM (series often up to 114 µM), without a hit: top-dose activity change, negative = inhibition, actives largely listed as inhibitors; 360,000 compounds, 4.4% hits; AID 504333; further: on the % scale 0 is the no-effect control and ±100 the full control effect; nearly all actives have a fitted effect of over 60% in size
#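 In this displacement format the biotinylated H3(5-23) peptide acetylated at Lys14 serves as ligand at 50 nM, with BAZ2B at 50 nM in PBS pH 7.4 containing 0.01% Tween-20. Donor and acceptor beads are 10 ug/mL final.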
# Pol eta inh – blocks human DNA polymerase eta activity; Q9Y253; recombinant Pol eta, fluorescent DNA replication assay; Potency, µM (highest dose often 114 µM), inactives show at the highest dose activity change, negative = inhibition, hits mostly inhibitors; 390,000 compounds, 1.2% hits; further: on the % scale 0 is the no-effect control and ±100 the full control effect
#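 Pol eta at 10 nM preincubated with compounds 15 min at room temperature; reaction started with fluorescent substrate (50 nM final) and read kinetically at 0 and 10 min.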
# Apoferritin bind – candidate novel general anesthetic via apoferritin binding; P02791; apoferritin/1-aminoanthracene competitive binding, fluorescence; Potency, µM (titrated, usually from 77.5 µM), for the others: at the top dose activity change, negative = displacement, hits mostly inhibitors; 350,000 compounds, 0.074% hits; further: on the % scale 0 is the no-effect control and ±100 the full control effect; nearly all actives have a fitted effect of over 20% in size
#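 10 uM apoferritin + 50% sat. 1-AMA, PBS; cpd 10 min RT; Ex380/Em535 endpoint; normalized to free probe vs complex; 4-param Hill fit; propofol titration as pos. ctrl.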
# The depositor's hits bear a star; ? = inconclusive; . = no result given; & = joins results of further samples; ! = a repeat was not active; [ ] = another dose, or the depositor's remark. The call rests on the fitted dose curve; in most records, active means well fitted curve in the direction sought with a large enough effect; inconclusive means small, poorly fitted or top-dose-only effect, or another doubt; inactive means no such curve, though single readings can be large; an effect the other way counts as inactive or inconclusive. Potency means the concentration at half of the fitted maximal effect. Some of the compounds tested; count on the stated rates, not on these rows.
SMILES,POLI inh,POLK inh,G9a block,BLM inh,APE1 inh,POLB inh,BAZ2B inh,Pol eta inh,Apoferritin bind
COc1ccc(/C=C2/C(=O)NC(=O)N(Cc3ccco3)C2=O)cc1,.,.,10µM*,0%,13%,10µM*,32µM*,.,-15%
O=C(NCc1cccnc1)NC1CCCCC1,71%[activator],-3%[60.1 µM],18%[59 µM],3%,1%,33%,6%,-1%,-8%
CCN1CCN(C(=O)COc2ccc3oc4c(c3c2)CCCC4)CC1,11%,4%,.,.,3%,.,.,-10%,.
C[C@@H]1CC2C3CC=C4C[C@@H](O)CC[C@]4(C)C3CC[C@]2(C)[C@H]1O (some centres not stated),35%[activator],-1%,.,.,7%,.,.,-9%,.
O=C(N/N=C/c1c(O)n(Cc2ccco2)c(=O)[nH]c1=O)c1ccccc1,-62%,?,.,-19%,-11%,?,79µM*,?,5%
CC1(C)C(=O)CC[C@@]2(C)C1=CCC1C2CC[C@]2(C)C(=O)CCC12 (some centres not stated),17%,5%,.,.,-11%,.,.,-11%,.
CNC(=O)Oc1ccc2c(c1)C(=O)c1ccccc1CO2,10%,-4%,-1%[12.7 µM],-4%,0%,20%,5%,0%,?
COC(=O)C1=C(c2ccc(F)cc2F)C[C@@H]2CC[C@H]1N2C(=O)NC1Cc2ccccc2C1,2%,-13%,8%[0.501 µM],.,5%,.,3%,-9%,.
COc1cccc(-c2sc3ccccc3c2-c2ccc(OCCN3CCOCC3)cc2)c1,23%,5%,.,.,6%,.,.,-16%,.
CC1=NNC(=O)C1Cc1ccc(F)cc1 (configuration not stated),152%[activator],-6%,10%,-1%,-3%,-4%,-5%,-14%,-2%
CCCc1nnc(NC(=O)CCC(=O)N2CCC3(CC2)OCCO3)s1,49%[activator],-3%,8%[59 µM],-1%,27%,8%,-3%,-8%,11%
O=C(C/C=N\OCc1ccc([N+](=O)[O-])cc1)Nc1ccc(F)cc1F,101%[activator],-7%,9%[59 µM],-13%,13%,20%,-2%,-24%,-19%
N#CCCn1cc(C(=O)Nc2ccc([N+](=O)[O-])cc2)c(-c2ccc3c(c2)OCCO3)n1,-22%,-14%,?,-11%,9%,8%,?,-4%,?
COc1ccc(C(O)P(=O)(Oc2ccccc2)Oc2ccccc2)cc1 (configuration not stated),32%[activator],2%,-8%[2.33 µM],-3%,-10%,-7%,-4%,-8%,-21%
Oc1ccccc1Cl,38%[activator],-2%,.,.,28%&2%,.,.,-13%,.
CN1C(=O)NC(=O)/C(=C/c2ccc([N+](=O)[O-])o2)C1=O,?,22µM*,.,-8%,?,32µM*,50µM*,3.5µM*,1%
COc1ccc(CCNCc2ccc(Br)cc2)cc1OC,28%,15%,-17%,-8%,-14%,-3%,50µM*,-15%,0%
CN(C)C(=O)Oc1ccc[n+](C)c1,27%,5%[60.1 µM],4%[59 µM],-5%&0%,?,13%,5%,-14%,0%&-5%
CCCCC1C(=O)NC(=S)NC1=O,.,.,4.5µM*,2%,0%,10%,-26%,.,-7%
Cc1cccc(OCCn2cccc2/C=C2/C(=O)NC(=O)N(Cc3ccco3)C2=O)c1,8.9µM*,28µM*,.,25µM*,7.9µM*,32µM*,45µM*,22µM*,-17%
CNC(C(=O)c1ccccc1)C(OC(C)C)c1ccc(Cl)cc1 (configuration not stated),-9%[58.9 µM],-12%,1%[12.7 µM],-4%,0%,1%,-16%,-8%,-17%
NC(N)=S,23%,-7%,.,.,51%&-4%[activator],.,.,-18%,.
C[C@@H]1O[C@@H]1P(=O)(O)O,5%,-11%,8%[59 µM],.,-8%&-2%,.,-4%,-1%,.
NCCCCCC(=O)OC1N=C(c2ccccc2Cl)c2cc(Br)ccc2NC1=O (configuration not stated),-6%,-7%,-46%[59 µM],-4%,9%,18%,-20%,-1%,-14%
CC12CN3CN(C1)CC(c1ccccc1)(C3)C2=O,2%,-2%,5%[59 µM],5%,1%,28%,-4%,-16%,3%
CN(C)C(=O)Oc1cccc(NC(=O)c2ccccc2C(F)(F)F)c1,12%,4%,30%[59 µM],-7%,-2%,27%,-2%,10%,2%
C[C@]12CC[C@H](O)CC1C(=O)CC1C2CC[C@@]2(C)C1CC[C@@H]2O (some centres not stated),-13%,-3%,.,.,2%,.,.,-12%,.
CCC(=O)Nc1ccc(N2CCN(CC)CC2)c(Cl)c1,36%[activator],-2%,79µM*,-2%,-4%,55%,?,-4%,-9%
COP(=O)(CC(=O)O)c1ccccc1 (configuration not stated),6%,-12%,?,-10%,13%,23%,-1%,-4%,-8%
O=c1[nH]c2ccccc2o1,2%,0%,-45%,1%,-1%,8%,-4%,-10%,7%

# Some of the entries above in another layout.
# Order of values – POLI inh | POLK inh | G9a block | BLM inh | APE1 inh | POLB inh | BAZ2B inh | Pol eta inh | Apoferritin bind
CNC(C(=O)c1ccccc1)C(OC(C)C)c1ccc(Cl)cc1 (configuration not stated)
    -9%[58.9 µM] | -12% | 1%[12.7 µM] | -4% | 0% | 1% | -16% | -8% | -17%
NC(N)=S
    23% | -7% | . | . | 51%&-4%[activator] | . | . | -18% | .
C[C@@H]1O[C@@H]1P(=O)(O)O
    5% | -11% | 8%[59 µM] | . | -8%&-2% | . | -4% | -1% | .
NCCCCCC(=O)OC1N=C(c2ccccc2Cl)c2cc(Br)ccc2NC1=O (configuration not stated)
    -6% | -7% | -46%[59 µM] | -4% | 9% | 18% | -20% | -1% | -14%
CC12CN3CN(C1)CC(c1ccccc1)(C3)C2=O
    2% | -2% | 5%[59 µM] | 5% | 1% | 28% | -4% | -16% | 3%
CN(C)C(=O)Oc1cccc(NC(=O)c2ccccc2C(F)(F)F)c1
    12% | 4% | 30%[59 µM] | -7% | -2% | 27% | -2% | 10% | 2%
C[C@]12CC[C@H](O)CC1C(=O)CC1C2CC[C@@]2(C)C1CC[C@@H]2O (some centres not stated)
    -13% | -3% | . | . | 2% | . | . | -12% | .
CCC(=O)Nc1ccc(N2CCN(CC)CC2)c(Cl)c1
    36%[activator] | -2% | 79µM* | -2% | -4% | 55% | ? | -4% | -9%
COP(=O)(CC(=O)O)c1ccccc1 (configuration not stated)
    6% | -12% | ? | -10% | 13% | 23% | -1% | -4% | -8%
O=c1[nH]c2ccccc2o1
    2% | 0% | -45% | 1% | -1% | 8% | -4% | -10% | 7%

# Next part:
SMILES,POLI inh,POLK inh,G9a block,BLM inh,APE1 inh,POLB inh,BAZ2B inh,Pol eta inh,Apoferritin bind
C[C@@H]1C(=O)O[C@@H]2[C@H](O)C34[C@@H]5OC(=O)C3(O[C@H]3OC(=O)[C@H](O)C34[C@H](C(C)(C)C)[C@H]5O)[C@@]12O (some centres not stated),-18%,-3%,8%,-2%,?,-5%,-13%,-9%,-2%
COc1ccc(CNCCc2c[nH]c3ccccc23)c(OC)c1OC,-25%,4%,?,-5%,3%,12%,-37%,-7%,-5%
CCc1ccc(-n2c(O)c(C=NCCN(CC)CC)c(=O)[nH]c2=O)cc1,?,-3%,5%[0.501 µM],-7%,0%,31%[activator],-38%,-9%,-14%
Cc1ncc(CN2CCCC(C(=O)c3ccc(C(C)(C)C)cc3)C2)s1 (configuration not stated),-10%,-6%[60.1 µM],?,-5%,-5%,-1%,-22%,?,-23%
Cc1ncc2n1-c1ccc(Cl)cc1C(c1ccccc1F)=NC2O (configuration not stated),.,16%[60.1 µM],.,-2%,-3%,.,.,.,4%
Cc1ccc(Cl)cc1Nc1nn2c(=O)c3ccc(C(=O)NCc4cccs4)cc3nc2s1,?,-6%[60.1 µM],-14%[59 µM],-29%,.,8.9µM*,?,?,-7%
O=C1CCC[C@H]2[C@@H]3CCCN4CCC[C@H](CN12)[C@H]34,.,2%[60.1 µM],38%[59 µM],-6%,-3%,.,.,.,4%
Brc1cccc(CNCCc2ccc3c(c2)OCO3)c1,21%,-5%,.,1%,-13%,5%,56µM*,-8%,-21%
CCN1C(=O)C(=C/C=C/c2ccco2)C(=O)N(CC)C1=S,?,?,13µM*,11%,?,14µM*,45µM*,3.5µM*,-13%
Clc1ccc(C(c2ccc(Cl)cc2)n2cc[n+](CC(OCc3ccc(Cl)cc3Cl)c3ccc(Cl)cc3Cl)c2)cc1 (configuration not stated),?,-12%[60.1 µM],18µM*!,.,-4%&-7%&-3%,1%[57.1 µM],-38%,?,.
CN(C)C(=O)Oc1noc2cc(Cl)ccc12,-11%,-2%,22%,-4%,-1%,1%,4%,0%,-11%
CCN(CC)c1ccc(NC(=O)c2cccc(C)c2)cc1S(=O)(=O)Nc1ccccc1OC,10%,-19%,3.5µM*,-9%,-6%,2%,-37%,-19%,-5%
Cc1cc(C)cc(OCCOc2cccc(C=C3C(=O)NC(=O)NC3=O)c2)c1,?,-5%,-22%,-7%,17%,0%,-8%,-18%,?
C=C1C(=O)O[C@@H]2C[C@@H](C)[C@@H]3C=CC(=O)[C@@]3(C)[C@@H](O)[C@H]12,?,-13%[19.4 µM],11µM*!,-20%,-8%&1%,?,1%,?,5%&5%
CCOc1ccc(C(=O)Nc2ccc3nc(SCCOc4ccccc4)sc3c2)cc1,-13%,10%,2%[59 µM],-1%,.,-4%,?,2%,-2%
O=C1NC(=O)N(Cc2ccccc2)C(=O)/C1=C/c1cnn(-c2ccccc2)c1,.,.,5.6µM*,-3%,-1%,-24%,?,.,2%
Cc1ccccc1N1C(=O)CC(=O)NC1=O,15%,-1%,45µM*,-7%,-3%,26%,11%,-23%,-21%
CCOC(=O)C1=C(C)OC(N)=C(C(=O)OCC)C12C(=O)Nc1ccc(Br)cc12 (configuration not stated),22%,-6%,4%[2.33 µM],0%,-1%,16%,6%,-20%,-9%
CCOCCCn1c(N)c(C(=O)Nc2sc3c(c2C(=O)OC)CCCC3)c2nc3ccccc3nc21,13%,0%,5.6µM*,?,-8%,17%,?,-6%,-13%
Cc1ccc(CN2CCN(Cc3ccccc3F)CC2)cc1,?,-9%,13µM*,-2%,1%,7%,22µM*,-8%,-4%

# Source: PubChem (National Center for Advancing Translational Sciences (NCATS))
